DRD3 agonist: agonists of human D3 dopamine receptor; D3R DiscoveRx beta-arrestin cells, luminescence, 90 min; hit rate 0.58% among 410,000; P35462; max activation, %; in the data active = max activation above about 30%; note: 0% is about no effect; mostly tested at two doses, the higher about 12 µM
Target sequence (P35462 whole entry, looked up): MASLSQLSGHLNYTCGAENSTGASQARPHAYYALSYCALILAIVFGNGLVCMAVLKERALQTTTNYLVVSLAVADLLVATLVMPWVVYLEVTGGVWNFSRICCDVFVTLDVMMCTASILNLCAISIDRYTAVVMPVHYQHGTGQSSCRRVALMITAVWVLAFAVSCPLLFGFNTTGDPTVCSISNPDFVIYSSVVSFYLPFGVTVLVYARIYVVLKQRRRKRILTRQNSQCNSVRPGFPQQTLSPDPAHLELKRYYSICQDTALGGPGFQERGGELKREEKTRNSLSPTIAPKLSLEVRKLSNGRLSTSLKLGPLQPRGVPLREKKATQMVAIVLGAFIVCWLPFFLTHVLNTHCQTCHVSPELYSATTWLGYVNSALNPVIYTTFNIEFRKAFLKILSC
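Agonist mode: compounds and dopamine controls were applied to plated cells for 90 min at 37 degrees C after an overnight attachment at 1500 cells/well. Luminescent read-out followed 30 - 60 minutes at room temperature with DiscoveRx detection reagent.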
Mm-Cpn inhibitor: inhibitors of Methanococcus maripaludis chaperonin (MmCpn) | Potency, µM (titrated, usually from 76.9 µM), inactives show at the highest dose activity, negative = inhibition, actives largely listed as inhibitors | purified Mm-Cpn ATPase, ADP Transcreener TR-FRET | hit rate 0.031% among 330,000; note: potency is the fitted concentration of half-maximal effect; % is set by controls: 0 for no effect and ±100 for the full control effect; nearly all actives have a fitted effect of over 80% in size
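Eu-cryptate anti-ADP/ADP-d2 competition gives a ratio inversely related to ADP. Enzyme at 25 nM was pre-exposed to compound for 10 min, then given 10 uM ATP for 30 min, 37°C throughout.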
EPAC2 antagonist: antagonists of human EPAC2. Q8WZA2. EPAC2 GEF exchange of Rap1B-BODIPY-GDP, fluorescence. Potency, µM (doses to about 114 µM), without a hit: at the highest dose activity, negative = inhibition, usual class: inhibitors. hit rate 0.18% among 360,000; note: potency is the fitted concentration of half-maximal effect; % is set by controls: 0 for no effect and ±100 for the full control effect; nearly all actives have a fitted effect of over 45% in size; many of its hits are not listed in these tables
PTHR1 ag: agonists of human PTHR1 parathyroid hormone receptor | Q03431 | HEK293 GP2 PTHR1 cells, GloSensor cAMP luminescence, 1 h | Potency, µM (doses to about 115 µM), for the others: at the highest dose activation, actives largely listed as activators | hit rate 0.075% among 410,000; note: potency is the fitted concentration of half-maximal effect; nearly all actives have a fitted effect of over 55% in size; some results filed as inactive show a strong effect at the top dose; inactives centre near -15; many of its hits are not listed in these tables
Target sequence (Q03431 whole entry, looked up): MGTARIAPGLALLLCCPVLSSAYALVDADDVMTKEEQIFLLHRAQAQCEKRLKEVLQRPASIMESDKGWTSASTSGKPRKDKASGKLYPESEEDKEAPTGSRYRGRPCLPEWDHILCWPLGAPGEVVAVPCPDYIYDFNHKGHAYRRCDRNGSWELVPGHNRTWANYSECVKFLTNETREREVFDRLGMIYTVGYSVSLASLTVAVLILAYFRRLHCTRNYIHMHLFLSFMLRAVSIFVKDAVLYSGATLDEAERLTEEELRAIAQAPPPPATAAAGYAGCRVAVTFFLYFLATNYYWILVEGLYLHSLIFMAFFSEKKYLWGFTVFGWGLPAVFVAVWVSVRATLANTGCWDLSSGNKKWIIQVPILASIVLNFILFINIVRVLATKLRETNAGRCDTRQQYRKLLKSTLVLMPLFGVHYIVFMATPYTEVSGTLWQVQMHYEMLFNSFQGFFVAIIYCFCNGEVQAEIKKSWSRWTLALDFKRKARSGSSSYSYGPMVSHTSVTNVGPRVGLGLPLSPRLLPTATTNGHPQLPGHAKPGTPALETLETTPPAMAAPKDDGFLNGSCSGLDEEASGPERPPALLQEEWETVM
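HEK-293-derived GP2 cells expressing PTHR1 and a GloSensor cAMP reporter, 3,000/well, plated overnight, given luciferin plus IBMX (each 0.5 mM as added) for 1 h at 37 °C, then compound for 1 h at 37 °C. Luminescence was read after 15 min at room temperature.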
pAkt inh: blocks phosphorylation of Akt; Neuro2A IGF-stimulated pAkt S473 HTRF, 20 min; active compounds read low; activity change, % for hits at 50 µM; hit rate 0.32% among 360,000; AID 651550; in the data active = activity change below about -80%; inconclusive = mostly about -51% to -80%; note: % is set by controls: 0 for no effect and ±100 for the full control effect
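Single-point screen (50 µM final compound) in Neuro2A cells stimulated 20 min with 6 nM IGF at 37 deg C. After lysis, Ser473-phosphorylated Akt read by HTRF (ex 330 nm, em 615/665 nm) as the 665/615 ratio.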
EPAC2 agonist: agonists of human EPAC2 (RAPGEF4); Q8WZA2; EPAC2 activation, biochemical qHTS; response scale: 100% = 6.5 mM cAMP response; Potency, µM (highest dose often 154 µM), inactives show at the top dose activation, usual class: activators; hit rate 0.079% among 360,000; AID 720711; note: potency is the fitted concentration of half-maximal effect; nearly all actives have a fitted effect of over 50% in size
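Compounds were added across a concentration range to EPAC2 (100 nM), RAP1B-BODIPY-GDP (250 nM) and GDP (50 uM). After 5 min at room temperature, fluorescence was recorded at 5-min intervals for 30 min.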
CCT chaperon mod: changes cytosolic chaperonin activity. purified chaperonin ATPase assay, HTRF ADP detection, 30 min. activity change, % (no concentration beside the values), hits read low. hit rate 0.3% among 360,000; in the data active = activity change below about -30%; note: % is set by controls: 0 for no effect and ±100 for the full control effect
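We incubate TRiC, 40 or 20 nM final, with library compounds at 76 uM and 10 uM ATP for 30 min at 37 °C. ADP formed is detected with Transcreener HTRF reagents after 30 min at room temperature.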
DRD3 antagonist: D3 dopamine receptor (human) antagonism | D3R cells, DiscoveRx beta-arrestin luminescence, antagonist mode; active compounds read low | max response, negative = inhibition, % | hit rate 2.5% among 360,000; in the data active = max response below about -50%; inconclusive = no clear call, values can overlap the other calls; note: % is set by controls: 0 for no effect and ±100 for the full control effect; mostly tested at two doses, the higher about 12 µM
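Cells plated overnight at 1500 cells/well, then exposed to library compounds with dopamine controls for 90 minutes at 37 degrees C. DiscoveRx reagent added for 30–60 minutes at room temperature; luminescence read, quantitative HTS format.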
An asterisk follows results filed as active; i = inactive; ? = inconclusive; nt = no result given; [ ] = another dose, or the depositor's remark. Unless noted, calls come from the whole dose curve; as a rule, active = well fitted curve in the direction sought with a large enough effect; inconclusive = small, poorly fitted or top-dose-only effect, or another doubt; inactive = no such curve, though single readings can be large; an effect the other way counts as inactive or inconclusive. Some of the compounds tested; count on the stated rates, not on these rows.

SMILES	DRD3 agonist	Mm-Cpn inhibitor	EPAC2 antagonist	PTHR1 ag	pAkt inh	EPAC2 agonist	CCT chaperon mod	DRD3 antagonist
COc1ccc(CCNC(=O)C2CC(c3ccc([N+](=O)[O-])cc3)=NO2)cc1 (stereo not drawn)	1	-2%	5%	-29%	i	11%	-1.3	-10
CC1CCN(C(=O)C2CCN(S(=O)(=O)c3cccc4cccnc34)CC2)CC1	5	1%	-7%	i	i	7%	-1.1	3
O=C(OCC(=O)N1CCCCCC1)c1cnc(Cl)c(Cl)c1	-2	0%	-9%	-55%[inhibitor]	i	9%	-7.7	-17
COc1ccc(N(CC(=O)Nc2ccc(C)cc2C)S(=O)(=O)c2ccccc2[N+](=O)[O-])c(OC)c1	-4	4%	-19%	i	i	12%	-3.6	-11
CCOc1ccccc1OCC(=O)OC(C)C(=O)Nc1ncc(Cl)cc1Cl (stereo not drawn)	-7	0%	1%	10%	i	5%	1.3	-16
COc1ccc(Sc2nnc(-c3ccccc3)cc2C#N)cc1	-1	0%	-14%	i	i	-10%	-4.0	10
O=C(O)CSCC(=O)Nc1ccc(Br)c(C(F)(F)F)c1	-10	-1%	2%	i	i	1%	-0.9	12
CCC(=O)OC1(C)C(=O)C=C2C=C(C3CC3)OC=C2C1=O (stereo not drawn)	1	nt	6%	0%	i	9%	-1.3	-25
CCOc1cccc(/C=C/c2ccc3ccccc3n2)c1OC(C)=O	-1	-2%	1%	-29%	i	11%	-0.6	-1
COc1ccc([C@H]2CC(=O)C[C@@H](CCn3cc(C)nn3)O2)cc1	1	nt	3%	i	i	1%	0.4	-6
COC(=O)c1c(C)nc(C)c(C(=O)OC)c1-c1ccc(OC)cc1	5	6%	-17%	5%	i	9%	0.0	7
Cc1ccc(SCCC(=O)Nc2ccccc2C(=O)NC2CCCCC2)cc1	2	2%	-4%	-18%	i	-2%	-0.2	17
O=C(NCCN1CCOCC1)C(=O)NCC1CCCO1 (stereo not drawn)	-3	3%	5%	i	i	-3%	-1.5	0
O=C(COC(=O)/C=C/c1cccc(Cl)c1)Nc1ccc(N2CCOCC2)cc1	9	0%	1%	i	i	-3%	1.1	0
Nn1c(SCC(=O)N2CCCC2)nnc1C1CCCCC1	-4	nt	28%	-23%	i	7%	-1.7	0
COc1ccc(S(=O)(=O)NC(=O)C2(C)CCN2C(=O)c2ccccc2CCc2ccccc2)cc1 (stereo not drawn)	-5	nt	3%	-8%	i	-4%	-0.5	-6
COCCNC(=O)CSc1nc2cc(OC)c(OC)cc2c(=O)n1Cc1ccc(OC)cc1	-3	-1%	6%	i	i	-7%	0.3	11
Cc1c(NC(=O)C2CCCN2S(=O)(=O)c2ccccc2)c(=O)n(-c2ccccc2)n1C (stereo not drawn)	-2	0%	0%	i	i	11%	-3.0	-12
COc1ccc(C2NC(c3ccc(OC)cc3)C(C)C(=O)C2C)cc1 (stereo not drawn)	10	1%	-23%	i	i	13%	-1.3	-13
CCOC(=O)CNC(=O)CSc1nnc(-c2ccccc2OC)n1CC	-13	0%	-4%	-25%	i	8%	-3.5	-16
O=C1NC2(CCCCCC2)C(=O)N1Cc1ccc([N+](=O)[O-])cc1	-2	4%	-2%	-26%	i	3%	-0.5	-16
CN1C(=O)C(=O)/C(=C(/O)c2ccc(Br)cc2)C1c1ccccc1F (stereo not drawn)	0	-4%	1%	i	i	-1%	1.4	3
N=c1n(CC(=O)c2cccc([N+](=O)[O-])c2)c2ccccc2n1Cc1ccccc1	2	1%	-16%	-1%	i	-2%	-0.5	6
Cc1ccc(N=C/C(C(=O)C(F)(F)F)=C(\O)c2cccs2)cc1	-2	-4%	-3%	-15%[57.5 µM]	i	13%	-0.4	-10
O=C(CCN1C(=O)[C@@H]2Cc3ccccc3CN2C1=O)N[C@H](Cc1ccccc1)C(=O)O	-9	-2%	9%	-18%	i	8%	-6.1	-4

Overlap with the part before: 5 compounds; new compounds follow.
SMILES	DRD3 agonist	Mm-Cpn inhibitor	EPAC2 antagonist	PTHR1 ag	pAkt inh	EPAC2 agonist	CCT chaperon mod	DRD3 antagonist
O=C1NC2(CCCCCC2)C(=O)N1Cc1ccc([N+](=O)[O-])cc1	-2	4%	-2%	-26%	i	3%	-0.5	-16
CN1C(=O)C(=O)/C(=C(/O)c2ccc(Br)cc2)C1c1ccccc1F (stereo not drawn)	0	-4%	1%	i	i	-1%	1.4	3
N=c1n(CC(=O)c2cccc([N+](=O)[O-])c2)c2ccccc2n1Cc1ccccc1	2	1%	-16%	-1%	i	-2%	-0.5	6
Cc1ccc(N=C/C(C(=O)C(F)(F)F)=C(\O)c2cccs2)cc1	-2	-4%	-3%	-15%[57.5 µM]	i	13%	-0.4	-10
O=C(CCN1C(=O)[C@@H]2Cc3ccccc3CN2C1=O)N[C@H](Cc1ccccc1)C(=O)O	-9	-2%	9%	-18%	i	8%	-6.1	-4
CCOC(=O)c1cc2ccccc2n1CC(=O)c1ccccc1	8	1%	3%	i	i	6%	-4.9	-12
OCCCNc1ncnc2sc(-c3ccccc3)cc12	-3	-4%	-16%	-90%[inhibitor]	i	6%	0.5	-1
CCn1nnc2cc(C(=O)NCC(c3ccccc3OC)N(C)C)ccc21 (stereo not drawn)	-1	-3%	12%	i	i	-2%	1.3	11
CCOC(=O)c1ccc(NC(=S)P(=O)(c2ccccc2)c2ccccc2)cc1	-10	nt	-4%	-9%	i	12%	-1.4	-12
CCC(Oc1ccc(C)cc1)C(=O)Nc1ccccc1C(=O)N1CCOCC1 (stereo not drawn)	-4	-3%	5%	-5%	i	10%	-3.7	-15
COc1ccccc1CNC(=O)C1(C)CCN1C(=O)Cc1ccc(-c2ccccc2)cc1 (stereo not drawn)	0	nt	-17%	-27%	nt	15%	-0.1	24
CCCC(C(=O)NCc1ccco1)N(C(=O)CNS(=O)(=O)c1ccccc1)c1ccc(OC)cc1 (stereo not drawn)	4	3%	1%	i	i	6%	-0.7	11
Cc1cc(-c2ccccc2)nc(N/N=C/c2cccnc2)n1	0	1%	-1%	0%	i	-3%	-0.2	8
Cc1ccc(N(C(=O)CNC(=O)c2ccco2)C(C(=O)NC2CCCC2)c2cccnc2)cc1F (stereo not drawn)	4	-1%	0%	i	i	0%	0.9	5
Cc1nc(C)c(-c2csc(NCc3ccccc3)n2)s1	-2	-25%	3%	-35%[inhibitor]	i	12%	-9.8	-11
N#C/C(=C\c1ccc(Sc2ccccc2)o1)c1nc2ccccc2[nH]1	5	-1%	-2%	-45%[inhibitor]	i	?	-0.6	5
COc1ccc(C(C)=O)cc1CN1C(=O)C(Cc2ccccc2)ON=C1c1ncccc1C (stereo not drawn)	-2	nt	-10%	-45%[inhibitor]	i	-2%	-0.2	-1
Cc1c(C(=O)O)cccc1-c1ccc(/C=N/n2cnnc2)o1	-2	-2%	14%	i	i	10%	-1.8	-7
Cc1oc2cc3oc(=O)c(CC(=O)NCCC(=O)O)c(C)c3cc2c1C	2	-3%	6%	i	i	3%	-1.5	-2
O=C(Cc1ccc(Cl)cc1Cl)NC1CCCCCC1	-17	-1%	4%	i	i	11%	-0.8	-28
Cc1c(NC(=O)c2ccc3nsnc3c2)cccc1[N+](=O)[O-]	0	-2%	20%	i	nt	10%	-2.4	-18
C=CCn1c(COc2cc(C)ccc2C(C)C)nnc1SCC(=O)c1c(N)n(C)c(=O)n(C)c1=O	0	-24%	0%	-36%[inhibitor]	i	-9%	-2.7	-7
Cn1cccc1C(=O)NC(=O)COC(=O)CC12CC3CC(CC(Br)(C3)C1)C2	5	-2%	-5%	-11%	i	6%	0.5	0
CCN(CC)c1cc(C)c2cc(NC(=O)CNC(C)=O)ccc2n1	-3	0%	1%	i	i	-2%	-3.8	20
CNC(=O)c1oc(-c2ccc(Cl)cc2)nc1C	2	-2%	-8%	i	i	4%	-3.7	14
COc1ccc([C@@H]2C[C@@H](c3ccccc3)Oc3cc(OC)cc(OC)c32)cc1	10	0%	-3%	i	i	9%	0.7	33
O=C(Nc1ccc(Cl)cn1)Nc1ccccc1Cl	1	-1%	11%	i	i	9%	0.2	7
Cc1c(C(=O)N2CCOCC2)sc(NC(=O)CCl)c1C#N	5	0%	1%	i	i	3%	-14	-1
O=C(O)Cc1sc(-c2ccccc2)nc1-c1cccs1	2	?	25%	-16%	i	0%	1.3	-12
COc1ccccc1N1CCN(C(=O)c2ccc(Br)o2)CC1	3	0%	4%	-17%	i	5%	1.3	-5

(list continues)
SMILES	DRD3 agonist	Mm-Cpn inhibitor	EPAC2 antagonist	PTHR1 ag	pAkt inh	EPAC2 agonist	CCT chaperon mod	DRD3 antagonist
Cc1cccc(N2C(=O)SC(N(CC(=O)O)c3cccc(C)c3)C2=O)c1 (stereo not drawn)	5	0%	-8%	-4%	i	8%	-1.3	10
CCOC(=O)C1CCN(C(=O)C(CC)c2ccccc2)CC1 (stereo not drawn)	3	1%	-7%[57.1 µM]	i	i	7%	-0.4	19
Cc1ccc(NNC(=O)c2c(C)noc2C)cc1Cl	-1	-2%	11%	-20%	i	2%	2.2	3
O=C(Nc1ccc(C(=O)O)cc1)/C(=C\c1ccc([N+](=O)[O-])cc1)NC(=O)c1ccco1	-1	nt	-1%	i	i	8%	-1.6	-2
CCn1c(=O)cc(SCC(=O)N2CCN(C(=O)c3ccco3)CC2)c2ccccc21	19	1%	13%	i	i	-2%	1.4	7
CC(=O)Nc1ccc(S(=O)(=O)N2c3ccc(F)cc3CCC2C)cc1 (stereo not drawn)	-1	nt	?	i	i	9%	-1.8	0
CCc1ccc(NC(=O)c2cnc(N3CCN(c4ccccn4)CC3)c3ccccc23)cc1	21	0%	2%	0%	i	10%	-2.1	6
Cc1nc2ccccc2c2oc(C(=O)NC3CC3)cc12	-7	1%	17%	-19%	i	-1%	1.9	-23
O=CN(/C=C1\Sc2ccccc2C1=O)Cc1ccccc1	0	0%	-7%	-22%[57.5 µM]	i	14%	-4.4	-11
Cc1cccc([C@@H]2[C@@H]3C(=O)N(Cc4ccccc4)C(=O)[C@@H]3[C@]3(Cc4ccc(Cl)cc4)C(=O)N(c4ccccc4)C(=O)N23)c1	0	3%	14%	i	i	2%	0.5	0
Cc1oc(-c2ccc3c(c2)OCCO3)cc1C(=O)NCC(=O)O	-8	-3%	-3%	-1%	i	-3%	0.1	-6
C=C1C(=O)[C@]23C[C@H]1CC[C@H]2[C@]1(C)[C@@H](OC(C)=O)CC[C@@](C)(C(=O)O)[C@H]1C[C@@H]3OC(C)=O	-3	nt	16%	-22%	i	1%	0.5	-2
